AID inh – blocks human AID cytidine deaminase activity; AID deamination FRET fluorescence, UDG-coupled, 4 h; Q9GZX7; Potency, µM (highest dose often 115 µM), for inactives: top-dose activity change, negative = inhibition, most hits filed as inhibitors; 0.32% of 91,000 active; note: nearly all actives have a fitted effect of over 25% in size
Target sequence (Q9GZX7 whole entry, looked up): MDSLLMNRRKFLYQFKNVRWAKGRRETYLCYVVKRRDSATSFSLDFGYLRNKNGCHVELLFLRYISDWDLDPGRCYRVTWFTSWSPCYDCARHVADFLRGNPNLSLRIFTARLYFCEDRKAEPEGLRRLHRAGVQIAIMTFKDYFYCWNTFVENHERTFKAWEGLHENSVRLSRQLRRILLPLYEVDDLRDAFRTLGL
UDG counter – blocks uracil-DNA glycosylase in AID counter-screen. FRET deamination/UDG coupled assay, UDG read, 4 h. 0.14% of 91,000 active. Potency, µM (titrated, usually from 115 µM), inactives show top-dose activity change, negative = inhibition, most hits filed as inhibitors; note: nearly all actives have a fitted effect of over 65% in size
Starred values were filed as active, the others as inactive; ? = inconclusive; & = joins results of further samples; [ ] = another dose, or the depositor's remark. Calls come from the whole dose curve; as a rule, active = well fitted curve in the direction sought with a large enough effect; inconclusive = small, poorly fitted or top-dose-only effect, or another doubt; inactive = no such curve, though single readings can be large; an effect the other way counts as inactive or inconclusive. % is set by controls: 0 for no effect and ±100 for the full control effect; potency is the fitted concentration of half-maximal effect.

Results follow in this order: AID inh, UDG counter
COC(=O)c1ccc(N/C=C/C(=O)c2ccc(Cl)c(Cl)c2)cc1
 : 0%, -7%
O=C(O)/C=C/c1cccc([N+](=O)[O-])c1
 : -8%, -6%
Cc1ccc2c(=O)cc(C(=O)N(Cc3ccc(C(C)(C)C)cc3)C3CCS(=O)(=O)C3)oc2c1 (configuration not stated)
 : -11%&-13%, 2%
Cc1ccc(C)c(-c2csc(NC(=O)CSc3nc4ccccc4o3)n2)c1
 : -9%, 10%
CCOC(=O)c1ccc(NC(=O)C(Cc2ccccc2)N2Cc3ccccc3C2=O)cc1 (configuration not stated)
 : 6%, 5%
COc1ccc(CCN2C(=O)N(c3cccc(OC)c3)C(=O)C2CC(=O)Nc2ccccc2)cc1 (configuration not stated)
 : 0%, ?
O=S(=O)(Nc1nc2ccccc2nc1Nc1ccc(Br)cc1)c1cccs1
 : -22%, ?
O=C(Cn1cnc2sccc2c1=O)N1N=C(c2ccc(Cl)cc2)CC1c1ccco1 (configuration not stated)
 : 16%, 2%
CCOc1cc(-c2nnc(SCC(=O)NC3CCCC3)nc2-c2ccc(OC)c(OCC)c2)ccc1OC
 : 11%, 0%
Cc1ccc(NC(=O)Cn2cnc3c2c(=O)n(C)c(=O)n3C)cc1C
 : -1%&-1%, 1%&18%
Cc1ccc(Cl)cc1N1CCN(C(=O)c2ccc3c(c2)N(Cc2ccccc2)CCS3)CC1
 : ?, -10%
Cc1ccc(Cn2c(C(=O)O)c(CNCCc3cccs3)c3ccc(C)cc32)cc1
 : 4%, 5%
O=S1(=O)N=C(Nc2ccccc2)c2ccccc21
 : -9%, 38%[activator]
Clc1cccc(CSc2nncn3c2cc2sccc23)c1
 : ?, -6%
Cc1cccc(NC(c2ccccc2C)c2ccc3ccc(C)nc3c2O)n1 (configuration not stated)
 : 224%[activator], -5%
CC(=O)N1CCN(c2nc(CC(C)C)c3c(c2C#N)CCCC3)CC1
 : ?, -18%
Cc1cccc(C(=O)c2ccc(C(C)(C)C)cc2)c1
 : -1%, 8%
CCN(CC)S(=O)(=O)c1ccc(NC(=O)c2nn(C(C)C)c(=O)c3ccccc23)cc1
 : -4%, -5%
COc1cc(C(=O)O)cc2c1OCO2
 : -3%, -9%
COC(=O)c1sc(=S)n(-c2ccccc2C)c1N
 : -5%, -2%
CCOC(=O)c1cc(S(=O)(=O)NCc2cccc(Cl)c2)[nH]n1
 : -8%, 14%
Cc1cc(C(=O)NC(C2CC2)C2CC2)c2c(Br)cccc2n1
 : -8%, -12%
O=Cc1ccc(-c2ccccc2Br)o1
 : -19%, -8%
O=C(c1ccccc1Cl)N1CCCCC1CCN1CCCCC1 (configuration not stated)
 : 160%[activator], -7%
Cc1ccc(-n2ncc(C(=O)NCc3ccco3)c2C2CCN(C(=O)OC(C)(C)C)CC2)cc1C
 : ?, 39%[activator]
CCOC(=O)c1cc(NC(=O)c2ccc(Cl)cc2)c(=O)n2c1oc1ccccc12
 : 25%, -5%
Cc1ccccc1NC(=O)Cn1c(=O)n(Cc2ccccc2)c(=O)c2sc3ccccc3c21
 : 48%[activator], 1%
COc1ccc2c(C)c(CC(=O)Nc3cccc(Br)c3)c(=O)oc2c1OC
 : 2%, 3%
O=C(Cn1ccc2ccc(F)cc21)Nc1nnc(C2CCCCC2)s1
 : 1%, -8%
Cc1cc(C(=O)NC2CCCCC2)c2cccc(C)c2n1
 : -5%, 3%
Cc1ccc(C)c(NC(=O)Cn2c(=O)nc(-c3ccccc3)c3ccccc32)c1
 : 9%, -1%
COC(=O)c1ccccc1OS(=O)(=O)c1ccc2oc(=O)ccc2c1
 : -7%, 7%
CCOc1ccc(OCC)c(NC(=O)Nc2ccc(F)cc2F)c1
 : -1%, 3%
S=C(NCc1ccccc1)N/N=C/c1cccc(OCCOc2ccc(Br)cc2)c1
 : -4%, -6%
CC(C)c1ccccc1NC(=O)c1ccc2c(c1)CCC2
 : 9%, -8%
CCc1ccccc1NS(=O)(=O)c1ccc2oc(=O)c3ncn(C)c3c2c1
 : 9%, -7%[57.5 µM]
Cc1ccc(C(=O)O)cc1-n1c(C)ccc1-c1ccccc1
 : 18%, 32%[activator]
CC(C)Cc1ccc(C(C)NC(=O)c2ccc(CS(C)(=O)=O)cc2)cc1 (configuration not stated)
 : 2%, -1%
O=C(Nc1cc(Cl)cc(Cl)c1)c1cnn2c(C(F)F)cc(C3CC3)nc12
 : 2%, -5%
COc1ccc(C(=O)C(C)Oc2ccccc2Cl)cc1 (configuration not stated)
 : -14%, -6%
CCc1ccc(C(=O)COC(=O)c2ccc3cc(OC)ccc3c2)s1
 : 2%, -7%
COc1cc(-c2nnc(SCCOc3ccc(Cl)cc3)o2)cc(OC)c1OC
 : -25%, -19%
NC(=O)c1ccc(COC(=O)c2cc3ccccc3[nH]2)cc1
 : 3%, 4%
COc1cccc(Oc2coc3cc(OC(=O)c4ccc([N+](=O)[O-])cc4)ccc3c2=O)c1
 : -12%, -4%
Cc1nn(CC(=O)Nc2ccccc2C(F)(F)F)c(=O)c2cccn12
 : ?, -8%
CCOC(=O)c1scc(-c2ccccc2)c1S(=O)(=O)N1CCN(c2ccccc2OC)CC1
 : -18%, ?
CCC(C)n1c(=O)c2sccc2n2c(CCCC(=O)NCc3ccccc3Cl)nnc12 (configuration not stated)
 : 6%, 7%
Cc1ccc(NC(=O)CNc2nc(Nc3ccc(C)cc3)nc(Nc3ccc(C)cc3)n2)cc1
 : 1%, 8%
Cc1cccc(NC(=O)CSc2nc(=O)n(Cc3ccncc3)c3c2CCC3)c1C
 : 1%, -8%
Cc1ccc(S(=O)(=O)c2nc(-c3ccccc3)oc2N2CCCCCC2)cc1
 : ?, 0%
O/N=C/c1c(F)cccc1F
 : -5%, -10%
Cc1noc(-c2ccc(OCc3ccc(F)cc3)cc2O)c1-c1ccc(Br)cc1
 : -17%, 0%
C=CCNc1nc(C(=O)OCC(=O)NCC(=O)Nc2ccccc2Br)cs1
 : 2%, 4%
Cc1ccc(-c2noc(-c3nnn(CC(=O)Nc4ccc(C)cc4Cl)c3N)n2)cc1
 : -16%&-8%, 8%&-7%
COc1cccc(NC(=O)c2ccc3c(=O)n4nc(Nc5ccccc5OC)sc4nc3c2)c1
 : 7%, -1%
CC(C)(C)c1ccc(OCC(=O)Nc2c(C(=O)c3ccc(F)cc3)oc3ccccc23)cc1
 : 2%, -18%[57.5 µM]
CN(C)CCC(c1ccccc1)c1ccccn1 (configuration not stated)
 : 0%, -9%
COc1cc(Nc2nc(N3CCN(c4ccccc4)CC3)c3nccnc3n2)cc(OC)c1OC
 : ?, -12%
CCn1c(=O)cc(OCC(=O)N2CCN(c3ccc(OC)cc3)CC2)c2ccccc21
 : -10%, -5%
CC1(C)CC(=O)C2=C(C1)OC(N)=C(C#N)C2c1ccc(F)cc1 (configuration not stated)
 : -3%, -2%

Going on with the list:
Results follow in this order: AID inh, UDG counter
O=c1c2ccccc2n2c(-c3ccc(F)c(F)c3)nnc2n1CCc1ccccc1
 : 5%&7%, 4%&-10%
COc1ccc2c(CN3CCN(c4ccccc4OC)CC3)cc(=O)oc2c1
 : -12%, 10%
O=C(Cn1c(=O)oc2ccccc21)NCc1ccccc1Cl
 : 3%, 7%[57.5 µM]
CC(Sc1ccc(Br)cc1)C(=O)O (configuration not stated)
 : -14%, -10%
CC1=C(C#N)C(c2cc(Br)ccc2OC(F)F)C(C#N)=C(C)N1
 : -19%, -1%
CCc1ccc(NC(=O)CSc2nnc(C(C)N3C(=O)COc4ccccc43)n2C)cc1 (configuration not stated)
 : -7%, -1%
CC(Cc1ccc(Br)cc1)NC(=O)C1CCCC1 (configuration not stated)
 : -7%, 6%
CCOC(=O)c1ccc(NC(=O)Cn2nc(C)c3nn(-c4ccc(Cl)cc4)c(C)c3c2=O)cc1
 : -3%, -4%
O=C(CC1N=C2c3ccccc3N=C(SCc3cccc(F)c3)N2C1=O)NCc1cccs1 (configuration not stated)
 : 3%, -13%
O=C(NCCS(=O)(=O)N1CCN(c2ccc(F)cc2)CC1)c1cc(=O)c2ccccc2o1
 : 7%, -3%
CCCn1c(=N)c(C(=O)NCc2ccco2)cc2c(=O)n3cc(C)ccc3nc21
 : 37%[activator], 7%
COc1ccc(CNC(=O)CCn2nc(C)c3c(C)n(-c4ccccc4)nc3c2=O)c(OC)c1
 : 5%, -11%
CCc1nnc(NC(=O)CSc2nccn2Cc2ccccc2)s1
 : -17%, -9%
Cc1ccc(Nc2nc(-c3ccccc3)c(C(=O)Nc3cccnc3)s2)cc1
 : -6%, -4%
Fc1ccccc1-c1nnc(SCc2cccc3ccccc23)n1C1CC1
 : -19%, -8%

Random excerpt: three compounds from above
Results follow in this order: AID inh, UDG counter
CCc1ccc(NC(=O)CSc2nnc(C(C)N3C(=O)COc4ccccc43)n2C)cc1 (configuration not stated)
 : -7%, -1%
COc1ccc2c(CN3CCN(c4ccccc4OC)CC3)cc(=O)oc2c1
 : -12%, 10%
CCCn1c(=N)c(C(=O)NCc2ccco2)cc2c(=O)n3cc(C)ccc3nc21
 : 37%[activator], 7%

Remaining list, next part:
Results follow in this order: AID inh, UDG counter
COc1ccc2c(c1)cc1c(=O)n(CC(=O)NC(C)CCc3ccccc3)nc(C)n12 (configuration not stated)
 : 0%, 7%
CCC(C)(C)C1CCc2c(sc(NC(=O)/C=C/c3ccc(C(C)C)cc3)c2C#N)C1 (configuration not stated)
 : 15%, 12%
COc1ccccc1-c1ccnc2[nH]n(-c3ccccc3)c(=O)c12
 : -6%, -11%
CCOC(=O)c1cnc2c(OC)cccc2c1Nc1ccc(N(C)C)cc1
 : 1%, -4%
COc1cccc(C(=O)Nc2ccccc2C(=O)OCc2cc(=O)n3nc(C)sc3n2)c1
 : 5%, 0%
Cc1ccc(-c2ccnc(=S)[nH]2)cc1
 : -12%, 1%
Cn1nc(C(=O)Nc2cc(C(F)(F)F)cc(C(F)(F)F)c2)c2ccccc2c1=O
 : -3%, 2%
COc1ccc(N(CC(=O)NCc2ccc(F)cc2)S(=O)(=O)c2c(C)noc2C)cc1
 : 8%, -5%
Cc1nc2nc3ccn(CCN(C)C)c(=O)c3c(-c3ccccc3)n2n1
 : -7%, 3%
CCCCOc1ccc(C(=O)N2CCC(c3nc4ccccc4o3)CC2)cc1
 : ?, -9%[57.5 µM]
CCC(=O)OC1=C(C(C)=O)N(C)S(=O)(=O)c2ccccc21
 : 1%, 1%
Cc1ccc2nc(COc3ccccc3NC(=O)c3ccc(F)cc3)cc(=O)n2c1
 : 8%, 48%[activator]
COc1ccc(NC(=O)C2CCN(C3=NS(=O)(=O)C(c4ccc(C)c(C)c4)=C3C)CC2)cc1OC
 : 29%, 29%
COC(=O)c1ccc(NC(=O)CSc2nccn2Cc2ccc(Cl)cc2)cc1
 : 3%, 3%
CCOC(=O)c1c(NC(=O)COc2cccc(C(F)(F)F)c2)sc2c1CCC(C)C2 (configuration not stated)
 : 5%[57.5 µM], -2%[57.5 µM]
Cn1cccc1-c1cc2n(n1)CCC(=O)N2CCCC(=O)NCc1cccc(Cl)c1
 : 10%, 2%
Cc1ccc(C(=O)NCC(C)C)cc1
 : -1%, -1%
Cc1ccc(NC(=O)c2sc3ccccc3c2Cl)cc1
 : 19%, 11%[57.5 µM]
CCCC(NC(=O)c1ccnc(Cl)c1)c1ccccc1 (configuration not stated)
 : -3%, -5%
O=C(c1ccc(F)cc1)c1ccc(N2CCCCCC2)cc1
 : -12%, -8%
O=C(Cn1c(=O)n(-c2cccc(Cl)c2)c(=O)c2sc3ccccc3c21)NC1CCCCC1
 : -1%, -3%
CCc1cccc(C)c1NC(=O)CCCn1c(C)c2cnn(-c3ccccc3)c(=O)c2c1C
 : -25%, 0%
Cc1ccc(-c2nnc(Nc3ccccc3)c3ccccc23)cc1S(=O)(=O)NCc1nc2ccccc2[nH]1
 : ?, -1%[57.5 µM]
O=C(O)c1cccc(COc2cc(Cl)ccc2Cl)c1
 : -11%, -7%
Cc1ccc2oc(-c3cccc(NC(=O)c4sc5c([N+](=O)[O-])cccc5c4Cl)c3)nc2c1
 : 7%, 2%
O=C(CCc1c[nH]c2ccccc12)NCC#Cc1cccc(C(F)(F)F)c1
 : -8%, -5%
Nc1c(C(=O)Nc2ccc(Cl)cc2F)sc2nc(-c3cccs3)ccc12
 : 13%, -4%
CCCCC(=O)N(C)Cc1ccc(OC)cc1
 : -1%, 2%
O=C(c1cnn(-c2ccc(F)cc2)c1-n1cccc1)N1CCN(c2ccccc2)CC1
 : -17%, -3%
COc1cccc(CNC(=O)c2ccc(NC(=O)N3CCCCc4ccccc43)cc2)c1OC
 : 0%, 51%[activator]
N#Cc1ccc(Sc2nc3ccccc3[nH]2)nc1
 : -2%, -1%
Cc1ccc(CNC(=O)Cn2ccn(-c3cc(C)cc(C)c3)c(=O)c2=O)cc1
 : 11%, -1%[57.5 µM]
Cc1cccc(NC(=O)CSc2nc3ccc(NC(=O)COc4ccc(Cl)cc4)cc3s2)c1
 : 28%, -15%
CC(C)(C)OC(=O)N1CCC(c2c(C(=O)NCCN3CCc4ccccc4C3)cnn2-c2ccc(F)cc2F)CC1
 : -22%, 36%[activator]
CCCn1nc(C(=O)OCc2nc(N)nc(Nc3ccccc3C)n2)c2ccccc2c1=O
 : -4%, -3%
Nc1nc(COC(=O)c2c(Cl)cccc2Cl)nc2ccccc12
 : -1%, 1%
COC(=O)c1ccc(COc2ccc(/C=C(\C#N)C(=O)Nc3ccccc3C(F)(F)F)cc2)cc1
 : 2%, -1%

Source: PubChem (National Center for Advancing Translational Sciences (NCATS))

Some of the compounds tested, so the mix of outcomes need not match the whole.
